Assay outcomes: PubChem BioAssay, National Center for Advancing Translational Sciences (NCATS)
KB-3-1 tox: KB-3-1 parental cell cytotoxicity | 1.4% of 400,000 active | Potency, µM (highest dose often 46.1 µM), for inactives: at the top dose activity change, negative = cytotoxic, most hits filed as cytotoxic | KB-3-1 viability, CellTiter-Glo ATP luminescence, 72 h | AID 1347075; also: potency is read from the fitted curve at half-maximal effect; % is scaled to controls: 0 for no effect and ±100 for the full control effect; nearly all actives have a fitted effect of over 60% in size
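KB-3-1 parental drug-naive adenocarcinoma cells in DMEM/10% FBS, incubated 72 h at 37 C with pin-transferred compounds across a concentration series. Viability by CellTiter-Glo luminescence; concentration-response curves fitted after normalization.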
KB-V1 cytotox: KB-V1 MDR subline cytotoxicity | KB-V1 MDR cells viability, CellTiter-Glo, 72 h | Potency, µM (doses to about 46.1 µM), inactives show top-dose activity change, negative = cytotoxicity, most hits filed as cytotoxic | 3.4% of 400,000 active | AID 1347076; also: potency is read from the fitted curve at half-maximal effect; % is scaled to controls: 0 for no effect and ±100 for the full control effect; nearly all actives have a fitted effect of over 60% in size
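Drug-selected KB-V1 cells, grown in DMEM lacking phenol red with 10% FBS, receive compound titrations; after three days at 37 degrees C, surviving cell ATP is quantified by CellTiter-Glo luminescence and responses normalized and curve-fitted.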
DRD3 agonist: agonists of human D3 dopamine receptor. D3R DiscoveRx beta-arrestin cells, luminescence, 90 min. 0.58% of 410,000 active. max activation, %. P35462. AID 652048; in the data active = max activation above about 30%; also: 0% is about no effect; mostly tested at two doses, the higher about 12 µM
Target sequence (P35462 whole entry, looked up): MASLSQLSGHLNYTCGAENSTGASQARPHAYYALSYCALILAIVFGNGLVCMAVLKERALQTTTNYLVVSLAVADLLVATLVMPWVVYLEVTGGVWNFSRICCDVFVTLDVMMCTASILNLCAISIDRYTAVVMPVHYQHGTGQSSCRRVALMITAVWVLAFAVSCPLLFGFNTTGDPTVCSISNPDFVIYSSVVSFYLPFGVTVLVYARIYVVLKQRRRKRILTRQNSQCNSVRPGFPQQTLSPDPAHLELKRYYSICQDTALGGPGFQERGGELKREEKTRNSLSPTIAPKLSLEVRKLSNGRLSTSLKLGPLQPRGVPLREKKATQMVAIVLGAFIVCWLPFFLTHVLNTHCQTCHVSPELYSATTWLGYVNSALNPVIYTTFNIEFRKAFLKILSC
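Agonist-mode cell screen: cells plated at 1500/well and incubated overnight at 37 °C, then exposed to library compounds for 90 min at 37 °C. Detection reagent was added for 30–60 min at room temperature, and luminescence was read.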
SW480 rereplic: inducers of DNA re-replication in SW480 colon cancer cells | SW480 DNA re-replication, Hoechst DNA content imaging, 48 h | Potency, µM (series often up to 46.1 µM), for inactives: at the highest dose re-replication activation, most hits filed as activators | 1.8% of 340,000 active; also: potency is read from the fitted curve at half-maximal effect; % of control where 0% means no effect; nearly all actives have a fitted effect of over 55% in size
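SW480 cells exposed to compounds for 48 hr at 37 C, 5% CO2, then Hoechst-stained 40 min. Nuclear DNA content imaged by fluorescence scanning (405 nm excitation, 500-530 nm emission); re-replication scored as increased high-intensity nuclei.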
D3 antag: blocks the human D3 dopamine receptor | 2.5% of 360,000 active | P35462 | max response, negative = inhibition, % | D3R cells, DiscoveRx beta-arrestin luminescence, antagonist mode; active compounds read low | AID 652054; in the data active = max response below about -50%; inconclusive = no clear call, values can overlap the other calls; also: % is scaled to controls: 0 for no effect and ±100 for the full control effect; mostly tested at two doses, the higher about 12 µM
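Cells plated overnight at 1500 cells/well, then exposed to library compounds with dopamine controls for 90 minutes at 37 degrees C. DiscoveRx reagent added for 30–60 minutes at room temperature; luminescence read, quantitative HTS format.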
HT1080NT lethal: kills 2HG-producing HT-1080-NT fibrosarcoma cells. HT-1080-NT fibrosarcoma viability, CellTiter-Glo ATP luminescence, 48 h. Potency, µM (doses to about 46.1 µM), for the others: at the top dose activity, negative = less viability, usual class: cytotoxic. 1.6% of 360,000 active;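 also: NT is the 2HG producing partner of a matched IDH1 knockdown line; potency is read from the fitted curve at half-maximal effect; 0% = DMSO-treated cells and -100% = media-only wells without cells; nearly all actives have a fitted effect of over 55% in size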
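A 48-hour cytotoxicity screen used HT-1080-NT cells plated 2 hours before compound delivery. ATP-based CellTiter-Glo luminescence measured viability, normalized to DMSO and no-cell controls.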
IL-1B inflam inh: inhibitors of inflammasome signaling (IL-1 beta secretion); 4.7% of 360,000 active; AID 743279; THP-1 LPS/ATP IL-1B secretion, AlphaLISA, 16 h; active compounds read low; activity change, % at 57.5 µM; in the data active = activity change below about -50%; inconclusive = mostly about -30% to -49%; also: % is scaled to controls: 0 for no effect and ±100 for the full control effect
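THP-1 cells pretreated 1 hr with compounds (up to 57.5 uM final), then stimulated with LPS (250 ng/mL final) plus ATP (1.25 mM final); secreted IL-1B measured by AlphaLISA after 16 hr, decreased signal indicating inhibition.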
GLP1R ag: GLP-1 receptor (human) agonism. P43220. HEK293 GLP-1R CRE-luciferase, luminescence, 4-6 h; cells express a hypersensitive GLP-1R form. Potency, µM (doses to about 45.6 µM), without a hit: top-dose activation, usual class: activators. 0.007% of 380,000 active; also: potency is read from the fitted curve at half-maximal effect; % of control where 0% means no effect
Target sequence (P43220 whole entry, looked up): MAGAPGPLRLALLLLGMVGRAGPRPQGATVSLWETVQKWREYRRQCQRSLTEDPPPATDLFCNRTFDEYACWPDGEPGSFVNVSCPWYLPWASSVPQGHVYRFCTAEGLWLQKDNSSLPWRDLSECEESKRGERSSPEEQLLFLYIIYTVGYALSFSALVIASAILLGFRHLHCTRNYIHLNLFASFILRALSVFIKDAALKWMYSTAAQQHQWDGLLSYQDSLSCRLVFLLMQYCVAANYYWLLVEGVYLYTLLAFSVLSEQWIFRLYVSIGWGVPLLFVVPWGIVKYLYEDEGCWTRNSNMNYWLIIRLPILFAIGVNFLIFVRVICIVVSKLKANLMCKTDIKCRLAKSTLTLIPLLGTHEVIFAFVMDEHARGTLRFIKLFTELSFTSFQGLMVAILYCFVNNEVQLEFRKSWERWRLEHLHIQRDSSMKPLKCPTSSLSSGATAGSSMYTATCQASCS
HT1080 IDH1KD tx: kills HT-1080 cells with IDH1 knockdown. 2% of 360,000 active. Potency, µM (series often up to 46.1 µM), for inactives: at the top dose activity, negative = toxicity, hits mostly cytotoxic. AID 686971. HT-1080 IDH1 knockdown viability, ATP luminescence, 48 h;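 also: potency is read from the fitted curve at half-maximal effect; 0% = DMSO wells and -100% = cell-free medium wells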
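HT-1080-IDH1KD cells (IDH1 knocked down), 750/well in RPMI with 5% FBS, treated with compound 48 h at 37 degrees C. Viability by CellTiter-Glo luminescence, normalised to DMSO and no-cell wells; concentration-response curves classed.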
The depositor's hits bear a star; ? = inconclusive; · = not tested or not shown; [ ] = dose if it differs, or a comment. Unless noted, calls follow the shape of the dose curve; as a rule, active = well fitted curve in the direction sought with a large enough effect; inconclusive = small, poorly fitted or top-dose-only effect, or another doubt; inactive = no such curve, though single readings can be large; an effect the other way counts as inactive or inconclusive.

SMILES | KB-3-1 tox | KB-V1 cytotox | DRD3 agonist | SW480 rereplic | D3 antag | HT1080NT lethal | IL-1B inflam inh | GLP1R ag | HT1080 IDH1KD tx
COc1cccc(C2=NOC(C(=O)N3CCOCC3)C2)c1 (stereo not given) | -8% | -12% | 1 | -2% | 22 | 7% | 2 | 9% | 5%
CCN(CC)CCNC(=O)CS(=O)Cc1nc(-c2ccccc2Cl)oc1C (stereo not given) | 10% | -1% | -6 | -11% | -23 | -8% | -1 | -9% | -6%
CCOc1ccc(CC(=O)NNC(=S)Nc2ccc(OC)c(OC)c2)cc1 | 8% | 0% | 2 | -7% | 2 | 4% | 19 | 16% | 1%
Cc1cc(NC(=O)CSc2nnnn2-c2ccc(C)c(C)c2)no1 | 25% | 5% | 3 | 3% | 11 | 3% | 29 | 9% | 9%
N#CCC(=O)Nc1ccc(C(=O)OCC(=O)NC(=O)Cc2ccccc2)cc1 | -1% | 3% | 3 | -7% | ? | 6% | 0 | -5% | 12%
COc1ccc(/C=C/S(=O)(=O)NCc2ccccc2)cc1OC | -7% | -26% | -5 | -8% | -28 | -1% | 46 | 22% | -4%
CCOC(=O)C(Cc1ccccc1)NC(=O)CNC(=O)CNC(=O)OCc1ccccc1 (stereo not given) | ? | 19% | -4 | 6% | ? | -19% | -88* | 13% | -7%
O=C(Cc1ccc(Br)cc1)NNC(=O)c1cccs1 | -11% | 1% | -6 | -6% | -9 | 22% | 14 | 9% | 22%
C=C(C)C1CC=C(C)/C(=N/NC(=O)c2ccccc2[N+](=O)[O-])C1 (stereo not given) | 3% | ? | 4 | 0% | -14 | -14% | -3 | 10% | -2%
Cn1c2c(c(=O)n(C)c1=O)CN(Cc1ccccc1)CN2 | 0% | 3% | 8 | · | 19 | 29% | 33 | -3% | 3%
O=C(COc1ccc(NC(=O)c2ccccc2[N+](=O)[O-])cc1)c1ccc(F)cc1 | 8% | 22% | -10 | 0% | 12 | -5% | -8 | 5% | 1%
COc1ccc(Cc2nnc(NC(=O)Nc3ccccc3OC)s2)cc1 | ? | -14% | -1 | 22% | 3 | -28% | 113 | 15% | -7%

Next section; the last two above are carried over.
SMILES | KB-3-1 tox | KB-V1 cytotox | DRD3 agonist | SW480 rereplic | D3 antag | HT1080NT lethal | IL-1B inflam inh | GLP1R ag | HT1080 IDH1KD tx
O=C(COc1ccc(NC(=O)c2ccccc2[N+](=O)[O-])cc1)c1ccc(F)cc1 | 8% | 22% | -10 | 0% | 12 | -5% | -8 | 5% | 1%
COc1ccc(Cc2nnc(NC(=O)Nc3ccccc3OC)s2)cc1 | ? | -14% | -1 | 22% | 3 | -28% | 113 | 15% | -7%
C=CCC1(CC=C)CCCN1C(=O)c1cc(COc2ccc(C)nc2)on1 | ? | 0% | 9 | -20% | 12 | 21µM* | -8 | 1% | 2.9µM*
Cc1ccc(NC(=O)c2ccccc2OCC(=O)c2ccc(F)cc2)cc1 | 0% | ? | 29 | -3% | 8 | 15% | -14 | -4% | 5%
Cc1cc(Cl)ccc1NC(=O)CSc1nnc(Cc2cccs2)n1Cc1ccco1 | -11% | -23% | 1 | -5% | 23 | -10% | ? | 3% | -3%
COc1ccc(/C(N)=N/OC(=O)CSc2ccccc2)cc1OC | -6% | -25% | 1 | 0%[9.22 µM] | 8 | 8% | ? | 37% | 18%
Cc1ccccc1NC(=S)N(CCc1c(C)[nH]c2ccc(F)cc12)Cc1cccnc1 | -11% | -10% | -3 | -68%[inhibitor] | -5 | -16% | -1 | 21% | 3%
COc1ccc(-n2nc(C(=O)NCC(=O)Nc3cc(OC)c(OC)c(OC)c3)c3ccccc3c2=O)cc1Cl | -5% | -9% | -4 | 6% | 41 | -22% | 0 | 17% | -24%
COc1ccc(Cn2nnnc2CN(Cc2cc3ccc(C)cc3[nH]c2=O)C2CCCC2)cc1 | 9% | ? | -1 | -1% | -10 | ? | -25 | 7% | ?
O=C(NCCNC(=O)c1ccco1)c1ccc(Cl)c(Cl)c1 | 28% | -22% | -7 | -2% | 5 | 4% | 46 | 13% | 9%
Cc1ccc(-c2csc3ncn(-n4c(C)ccc4C)c(=O)c23)o1 | -7% | 3% | 2 | 5% | -23 | 0% | -1 | 0% | 0%
COc1cc(C(=O)Nc2ccccc2N2CCN(S(C)(=O)=O)CC2)cc(OC)c1OC | 13% | 0% | 3 | 0% | 3 | -6% | -19 | -8% | -1%
Cc1nnc(SCCn2c(Br)nc3c2c(=O)n(C)c(=O)n3C)s1 | 2% | ? | -21 | 1% | -18 | -1% | 7 | -17% | 20%
Cc1ccc(C)c(OCC(=O)Nc2nc3ccc([N+](=O)[O-])cc3s2)c1C | ? | ? | -6 | -4% | 0 | -2% | 17 | -16% | -9%
COc1ccc(NC(=O)NC2CCCCCCC2)cc1 | 0% | -3% | 4 | 2% | 0 | 21% | -11 | 3% | 17%
Cc1ccc(CSCC(=O)Nc2ccc(N3CCOCC3)cc2N2CCOCC2)cc1 | 5% | ? | 2 | 0% | 25 | 0% | -7 | -3% | 1%
Cc1ccc(-n2c(SCc3nc4ccccc4[nH]3)nnc2-c2ccncc2)cc1 | 9% | 10% | -8 | 2% | -2 | 1% | 1 | 13% | 1%
O=C(CCN1C(=O)/C(=C\c2ccccc2)SC1=S)NNC(=O)c1ccncc1 | -21% | 15% | -3 | ? | -17 | -7% | -13 | 8% | -26%
Cc1ccccc1C(=O)Nc1cccc(-c2ccc3nncn3n2)c1 | -2% | -7% | 16 | -10% | 4 | -1% | 59 | 22% | -18%
Cc1ccc2c(COC(=O)CNC(=O)c3ccccc3)cc(=O)oc2c1 | 1% | -1% | -3 | -7% | 21 | 7% | -1 | 0% | 8%
C/C(Cn1nnc2ccccc21)=N\NC(=O)c1ccc(Br)cc1 | 23% | 8% | -5 | -8% | 8 | -9% | 10 | 3% | -4%
CCOC(=O)C1=C(c2ccccc2)NC(=O)NC1c1cc(Br)c(O)c(OC)c1 (stereo not given) | -21% | -22% | 2 | 4% | 1 | -5% | -7 | 11% | -4%
COc1ccc(OC)c(Nc2nc(-c3ccncc3)nc3ccccc23)c1 | -8% | ? | 5 | ? | 38 | 5% | 34 | 17% | -11%
CC1=NN(C(N)=S)C(=O)C1N=Nc1c(Cl)cc([N+](=O)[O-])cc1Cl (stereo not given) | -21% | ? | -4 | -3% | ? | -19% | -19 | 0% | -21%
CC(C)Cn1c(-c2cc([N+](=O)[O-])ccc2Cl)nc2c1c(=O)[nH]c(=O)n2Cc1ccccc1 | -5% | 0% | 8 | 0% | 7 | -21% | 12 | 12% | -12%
CCOC(=O)C1CCCN(Cc2nc3ccc([N+](=O)[O-])cc3c(=O)n2-c2ccc(OC)cc2OC)C1 (stereo not given) | 3% | 8% | -1 | -1% | -19 | -5% | 62 | 11% | 8%

In a second layout: results already given
canonical_smiles	KB-3-1 tox	KB-V1 cytotox	DRD3 agonist	SW480 rereplic	D3 antag	HT1080NT lethal	IL-1B inflam inh	GLP1R ag	HT1080 IDH1KD tx
C/C(Cn1nnc2ccccc21)=N\NC(=O)c1ccc(Br)cc1	23%	8%	-5	-8%	8	-9%	10	3%	-4%
CCOC(=O)C1=C(c2ccccc2)NC(=O)NC1c1cc(Br)c(O)c(OC)c1 (stereo not given)	-21%	-22%	2	4%	1	-5%	-7	11%	-4%

New compounds follow
SMILES | KB-3-1 tox | KB-V1 cytotox | DRD3 agonist | SW480 rereplic | D3 antag | HT1080NT lethal | IL-1B inflam inh | GLP1R ag | HT1080 IDH1KD tx
C/C(=N\NC(=O)c1cc2ccccc2cc1O)c1ccc(C)o1 | ? | ? | -11 | ? | ? | ? | 17 | -4% | ?
Nc1ncc(Br)cc1S(=O)(=O)NCCC(=O)N1CCN(c2ncccn2)CC1 | 9% | -10% | 1 | -2% | -9 | 1% | -17 | -12% | 4%
CCN(CC)CCOc1ccc(Br)cc1 | 21% | 5% | -31 | -7% | -119* | 7% | -19 | 0% | 4%
CCC(C)NC(=O)c1csc2c1CCCCC2 (stereo not given) | -2% | -3% | -9 | 0% | -30 | 4% | 10 | 1% | 0%
COC(=O)c1nc2n(n1)C(c1cccc(Cl)c1)C(C(=O)Nc1ccccc1OC)=C(C)N2 (stereo not given) | 0% | -12% | 3 | · | · | · | · | 1% | ·
Cc1cc(C)cc(NC(=O)CCN2C(=O)c3ccccc3S2(=O)=O)c1 | 7% | -10% | -8 | -6% | -9 | 27% | -10 | 5% | 17%
O=S(=O)(c1ccc(Cl)s1)N1CCN(C/C=C/c2ccccc2)CC1 | 0% | ? | 1 | ? | -82* | -9% | -11 | 13% | -19%
Cc1c(C(=O)O)cccc1-c1ccc(/C=C2\SC(=O)NC2=O)o1 | -3% | 1% | -2 | -9% | -8 | ? | -4 | -5% | ?
CC1CC(C)CN(CCCNC(=O)c2csc3c2CCCCC3)C1 (stereo not given) | 15% | 10% | 11 | -17% | 1 | -21% | -18 | 14% | -24%
CCN(c1ccccc1)S(=O)(=O)c1ccc(C(=O)NCC(=O)Nc2ccc(F)c(F)c2F)cc1 | ? | ? | -9 | ? | -97* | ? | -28 | -7% | ?

Single records, as listed above:
CCC(C)NC(=O)c1csc2c1CCCCC2 (stereo not given) as listed: KB-3-1 tox = -2%; KB-V1 cytotox = -3%; DRD3 agonist = -9; SW480 rereplic = 0%; D3 antag = -30; HT1080NT lethal = 4%; IL-1B inflam inh = 10; GLP1R ag = 1%; HT1080 IDH1KD tx = 0%
CCN(c1ccccc1)S(=O)(=O)c1ccc(C(=O)NCC(=O)Nc2ccc(F)c(F)c2F)cc1 as listed: KB-3-1 tox = ?; KB-V1 cytotox = ?; DRD3 agonist = -9; SW480 rereplic = ?; D3 antag = -97*; HT1080NT lethal = ?; IL-1B inflam inh = -28; GLP1R ag = -7%; HT1080 IDH1KD tx = ?
